C2C12 statin = suppressors of statin myotoxicity in C2C12 myotubes, primary screen, cell-based, single point, plate reader | AID 602340, 2012 | 330,000 compounds, 0.78% hits | C2C12 myotubes + simvastatin, ATP luminescence, 48 h; scaled: DMSO 0, geranylgeraniol control 100 | rescue of ATP level, % at 7.49 µM;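 active = mean ATP rescue above about 67%, or every replicate alone reaching that limit, limit read from the data, passing the limit was not always enough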;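 also: myotubes were challenged with 10 µM simvastatin during compound exposure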
PglD inh = C. jejuni PglD acetyltransferase inhibitors, primary screen, biochemical, DTNB colorimetric, single point; UDP-N-acetylbacillosamine N-acetyltransferase PglD (Campylobacter jejuni); purified PglD enzyme, DTNB colorimetric CoA detection; inhibition, % at 12.5 µM; 360,000 compounds, 0.098% hits; in the data active = inhibition above about 16%, passing the limit was not always enough; also: strong numbers were not always called active
Cneo AK release = Cryptococcus neoformans cell lysis inducers, primary screen, AK release luminescence, single concentration | 360,000 compounds, 0.2% hits | C. neoformans lysis, adenylate kinase release luminescence, 4 h; normalised: neutral wells 0, clomiphene wells 100 | lysis activity, % at 15 µM;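 active = mean lysis activity across replicates of at least 80%, whatever share of replicates individually reach that level; inactive = mean lysis activity below 80%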
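Test system: log-phase Cryptococcus neoformans yeast cells; Quantity: yeast cell density of 5 × 10^6 cells/mL; Buffer or medium: YPD; Doses: single compound concentration per well; Timing: 4 h at 37 °C static, read 1 h later; Measured by: AK luminescence; Read-out basis: lysis from increased AK signal; Control set: Clomiphene as positive control.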
FN deposition inh = inhibitors of fibronectin matrix deposition, primary screen, AH1F cells, Alexa488-fibronectin fluorescence, plate reader. AH1F fibroblasts, overnight. inhibition, % at 12.6 µM. 350,000 compounds, 0.086% hits. AID 743247, 2014;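 active = mean inhibition across replicates of 30% or more, regardless of how many single replicates reach that level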;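 also: positive control wells lacked labelled fibronectin entirely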
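Assay system: AH1F fibroblasts assembling fluorescent fibronectin matrix; Amount: 10000 AH1F cells per well; Buffer or medium: DMEM, 2% serum; Probe or stimulus: Alexa488-fibronectin, 24 nM final in well; Doses: single compound dose, delivered by pin transfer; Incubation: 1 h adhesion, overnight exposure; Measured by: fluorescence 485/525 nm; Read-out: fibronectin deposition inhibition.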
CFTR F508del cor = F508del CFTR correction, initial screen, CFBE line, single point. 350,000 compounds, 0.36% hits. activity (quench increase), % at 7.58 µM. CFBE cells, YFP halide quenching; stimulated with forskolin plus potentiator P3; % fluorescence drop versus neutral controls;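 active = mean added fluorescence quench of at least 8% versus neutral control, with both replicates also reaching 8%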;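 also: cells transiently co-express mutant CFTR-F508del with the halide-sensitive YFP; corrector assay measuring rescue of mutant channel to the surface after 24 h compound exposure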
PGC1a acetyl inh = inhibitors of PGC1a acetylation signal, primary screen, cell-based, U2OS, AlphaScreen, inhibitor mode | AlphaScreen anti-acetyl-lysine; with virally co-expressed GCN5 acetyltransferase | inhibition, % at 15.6 µM | 350,000 compounds, 0.17% hits | AID 651687, 2012;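 active = every replicate shows inhibition of at least 40%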;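 also: 0% = neutral control wells and 100% = positive control wells; some results beyond the cut were filed as inactive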
GSIS activator = GLuc luminescence reporter in INS-1E cells, primary screen for activators of glucose-dependent secretion of insulin; AID 743287, 2014; INS-1E GLuc reporter insulin secretion, 2-3 h; activation, % at 16.6 µM; 370,000 compounds, 0.61% hits;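 active = lowest replicate activation of at least 40%, so every replicate reaches that level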;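 also: 0% = median of neutral control wells and 100% = median of IBMX positive control wells; some compounds called inactive have numbers as strong as hits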
miR122 inh = miR-122 Renilla sensor signal increase in Huh7, primary screen, miR-122 inhibitor project, cell-based, single point, plate reader; activation (reporter increase), % at 12.5 µM; Huh7 miR-122 Renilla luciferase sensor, 48 h; neutral wells = 0, positive control = 100; 340,000 compounds, 0.3% hits;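 active = mean replicate activation score at least 90 and every replicate individually at or above 90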;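 also: higher luciferase means less miR-122 activity so hits act as miR-122 inhibitors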
* = called active by the depositor; / = not tested or not shown; [ ] = remark or other dose.

SMILES	C2C12 statin	PglD inh	Cneo AK release	FN deposition inh	CFTR F508del cor	PGC1a acetyl inh	GSIS activator	miR122 inh
CCCCCCSC1=C(C#N)C(c2ccc(O)cc2)CC(=O)N1 (stereo not given)	/	-3	-1	/	/	0	-16	-7
CSCCNC(=O)C1(C)CCN1C(=O)c1ccc(C(C)(C)C)cc1 (stereo not given)	6	0	1	/	1.0	-3	14	3
C[C@H](CO)N1C[C@H](C)[C@H](CN(C)Cc2ccc(C(=O)O)cc2)Oc2ccc(NS(=O)(=O)c3ccc(Cl)cc3)cc2C1=O	0	-11	0	-12	0.7	-5	16	-1[16.7 µM]
CCOC(=O)N1CCN(c2c(NCCCN3CCCC(C)C3)c(=O)c2=O)CC1 (stereo not given)	-10	-4	-3	-3	-4.4	6	4	-5
CCNC(=O)c1cc2c(c(-c3cccc(C4=CCCC4)c3)n1)[C@H](CCO)N([S@@](=O)C(C)(C)C)C2	12	-2	5	-9	1.6	19	8	/
Cc1ccc(S(=O)(=O)N2C[C@H]3C(=O)C[C@@H](c4ccccc4F)N(S(=O)(=O)c4ccc(C)cc4)[C@H]3C[C@H]2c2ccccc2F)cc1	12	-6	-12	-5	-2.5	26	-6	15
CCc1nnc(NC(=O)CSc2nnc(C)c(=O)n2N)s1	-6	0	1	/	-0.3	-5	7	-1
C[C@H](CO)N1C[C@H](C)[C@H](CN(C)C(=O)c2ccccc2)Oc2ncc(C#Cc3ccccc3)cc2C1=O	14	4	-13	5	/	1	-3	4[16.7 µM]
Cc1ccc(CNC(=O)N[C@@H](Cc2ccccc2)C(=O)O)cc1	/	-6	1	2	-0.2	3	6	-4
COc1ccc(S(=O)(=O)N/N=C(/C)c2ccco2)cc1	/	2	0	/	-2.3	-3	1	12
Cc1ccccc1S(=O)(=O)N1C[C@@H](O)COC[C@H]2O[C@H](CC(=O)NCc3ccccc3Cl)CC[C@@H]21	-6	-3	63	-1	-0.8	-1	-12	-5[16.7 µM]
O=S(=O)(c1ccc(-c2csc(-c3cccnc3)n2)cc1)N1CCCC1	15	-3	1	-27	/	-3	/	-13
COc1ccc(C(=O)Nc2ccc3c(c2)OC[C@H](C)NC[C@@H](C)[C@@H](OC)CN(C)C3=O)cc1	6	3	7	2	1.4	1	4	30[16.7 µM]
Cc1ccccc1NC(=O)COC(=O)CN1C(=O)NC(C)(C)C1=O	/	-1	-1	0	/	-4	/	-4
O=C(O)C(Cc1ccccc1)NC(=O)C(Cc1ccccc1)NC(=O)C12CC3CC(CC(C3)C1)C2 (stereo not given)	/	6	-1	-3	-0.5	7	/	2
C[C@@H]1CN([C@@H](C)CO)C(=O)c2cc(NC(=O)Nc3ccc(F)cc3)ccc2O[C@@H](C)CCCCO[C@@H]1CN(C)Cc1ccncc1	0	1	7	0	-2.0	6	-24	5[16.7 µM]
O=C(NC1CCCC1)N1CCCCN2[C@H](C1)[C@@H](c1ccc(/C=C/c3ccccc3)cc1)[C@@H]2CO	-56	7	12	/	-3.5	-11	-15	-13[16.7 µM]
O=C(COC(=O)C1CC1)NCc1ccccc1Cl	-7	5	-1	-5	/	6	/	-8
O=c1cc(O)c2c(=O)n(C3CCCCC3)c3ccccc3c2o1	9	10	10	-8	/	-8	/	-20
O=C(NCCc1ccccc1)c1cccc2c(-c3cccnc3)coc12	7	0	-2	-5	-1.1	1	12	5

Some of these compounds in order of the PglD inh value, descending.
Molecule | PglD inh | CFTR F508del cor | PGC1a acetyl inh | GSIS activator | miR122 inh
O=c1cc(O)c2c(=O)n(C3CCCCC3)c3ccccc3c2o1 | 10 | / | -8 | / | -20
O=C(NC1CCCC1)N1CCCCN2[C@H](C1)[C@@H](c1ccc(/C=C/c3ccccc3)cc1)[C@@H]2CO | 7 | -3.5 | -11 | -15 | -13[16.7 µM]
O=C(O)C(Cc1ccccc1)NC(=O)C(Cc1ccccc1)NC(=O)C12CC3CC(CC(C3)C1)C2 (stereo not given) | 6 | -0.5 | 7 | / | 2

Next section.
SMILES	C2C12 statin	PglD inh	Cneo AK release	FN deposition inh	CFTR F508del cor	PGC1a acetyl inh	GSIS activator	miR122 inh
CCC1(c2ccccc2)NC(=O)N(CC(=O)Nc2ccc(N3CCCC3)cc2C)C1=O (stereo not given)	16	/	/	-11	1.3	/	1	/
O=C(NCC(=O)N1CCCCC1)c1ccc2ccccc2c1	/	2	0	/	-1.5	-26	5	3
O=C(Cc1ccccc1)c1c[nH]c(C(=O)NC2CCCC2)c1	/	/	/	4	-2.6	-9	-3	/
COC(=O)c1sc(S(=O)(=O)N2CCC(C(N)=O)CC2)c(C(=O)OC)c1C	8	3	0	1	/	18	/	-3
CN(CC(=O)Nc1c(F)cccc1F)Cc1cccs1	-5	1	-5	8	-0.6	-26	22	9
CCOC(=O)C(=CNc1cc(OC)ccc1-n1cccc1)C(=O)OCC	4	2	1	0	-2.2	-19	-15	-7
CC(C)(C)OC(=O)N1CC2(CCCCC2)CC1Cc1ccc(C(F)(F)F)cc1 (stereo not given)	-4	-1	0	7	-0.2	-13	0	1
CN1CCN(C(=O)C[C@H]2CC[C@H]3[C@@H](COC[C@@H](O)CN3C(=O)C3CCOCC3)O2)CC1	-6	2	0	-2	0.3	-1	7	0[16.7 µM]
COC(=O)CSC1=C(C#N)C(c2cccc(OC)c2)CC(=O)N1 (stereo not given)	4	-3	2	-1	-3.6	-8	/	1
O=C(c1cccc(F)c1)N1C[C@@H]2[C@H](c3ccccc31)[C@H](CO)N2C(=O)Cc1ccccc1	20	3	2	/	1.2	8	9	-37[16.7 µM]
CS(=O)(=O)N(CC(=O)N1CCOCC1)c1ccc(Cl)cc1	-8	-2	1	-1	-1.3	12	10	1
COc1ccccc1-c1cn(CC[C@H]2CC[C@H](NC(=O)C3CCC3)[C@H](CO)O2)nn1	-3	-2	1	/	-0.1	-7	-1	10[16.7 µM]
O=S(=O)(c1ccccc1)N1CC[C@H]2[C@H](CO)Nc3ccc(C#Cc4cccc(F)c4)cc3[C@H]21	/	/	/	25	6.9	-16	-42	/
CCCC#Cc1cnc2c(c1)C(=O)N([C@@H](C)CO)C[C@@H](C)[C@@H](CN(C)S(=O)(=O)c1ccccc1)O2	11	2	51	4	1.4	2	4	9[16.7 µM]
Cn1c(=O)[nH]c(=O)c2c1nc(N1CCCCCC1)n2CCSc1nc2ccccc2[nH]1	7	-2	-2	/	/	9	/	0
CC(C)OC(=O)CN1CCN(c2ccc(Cl)cc2)CC1	-9	-3	0	12	-2.9	1	2	1
CN(C)c1ccc(C=NN2CCCCCC2)cc1	-3	1	22	8	0.9	-2	/	-5
COc1ccc(S(=O)(=O)N2CCCCCC2)cc1NC(=O)c1ccccc1F	-43	2	1	-8	3.6	-15	/	/
CC(=O)N1[C@@H](CO)[C@@H](c2ccc(-c3cccc(F)c3)cc2)[C@@H]1CNC(=O)C1CC1	17	1	-1	-11	3.7	-6	-9	-14[16.7 µM]
NS(=O)(=O)c1ccc(NCc2cc(Cl)ccc2OCc2ccccc2F)cc1	15	7	-1	/	/	-5	/	3

Already shown: an excerpt of the list.
SMILES	C2C12 statin	PglD inh	Cneo AK release	FN deposition inh	CFTR F508del cor	PGC1a acetyl inh	GSIS activator	miR122 inh
C[C@H](CO)N1C[C@H](C)[C@H](CN(C)C(=O)c2ccccc2)Oc2ncc(C#Cc3ccccc3)cc2C1=O	14	4	-13	5	/	1	-3	4[16.7 µM]
Cc1ccc(CNC(=O)N[C@@H](Cc2ccccc2)C(=O)O)cc1	/	-6	1	2	-0.2	3	6	-4
COc1ccc(S(=O)(=O)N/N=C(/C)c2ccco2)cc1	/	2	0	/	-2.3	-3	1	12
Cc1ccccc1S(=O)(=O)N1C[C@@H](O)COC[C@H]2O[C@H](CC(=O)NCc3ccccc3Cl)CC[C@@H]21	-6	-3	63	-1	-0.8	-1	-12	-5[16.7 µM]
O=S(=O)(c1ccc(-c2csc(-c3cccnc3)n2)cc1)N1CCCC1	15	-3	1	-27	/	-3	/	-13
COc1ccc(C(=O)Nc2ccc3c(c2)OC[C@H](C)NC[C@@H](C)[C@@H](OC)CN(C)C3=O)cc1	6	3	7	2	1.4	1	4	30[16.7 µM]
Cc1ccccc1NC(=O)COC(=O)CN1C(=O)NC(C)(C)C1=O	/	-1	-1	0	/	-4	/	-4
O=C(O)C(Cc1ccccc1)NC(=O)C(Cc1ccccc1)NC(=O)C12CC3CC(CC(C3)C1)C2 (stereo not given)	/	6	-1	-3	-0.5	7	/	2
C[C@@H]1CN([C@@H](C)CO)C(=O)c2cc(NC(=O)Nc3ccc(F)cc3)ccc2O[C@@H](C)CCCCO[C@@H]1CN(C)Cc1ccncc1	0	1	7	0	-2.0	6	-24	5[16.7 µM]
O=C(NC1CCCC1)N1CCCCN2[C@H](C1)[C@@H](c1ccc(/C=C/c3ccccc3)cc1)[C@@H]2CO	-56	7	12	/	-3.5	-11	-15	-13[16.7 µM]
O=C(COC(=O)C1CC1)NCc1ccccc1Cl	-7	5	-1	-5	/	6	/	-8
O=c1cc(O)c2c(=O)n(C3CCCCC3)c3ccccc3c2o1	9	10	10	-8	/	-8	/	-20

Following part:
SMILES	C2C12 statin	PglD inh	Cneo AK release	FN deposition inh	CFTR F508del cor	PGC1a acetyl inh	GSIS activator	miR122 inh
COCCNC(=O)C1(C)CCCN(C(=O)c2cc(C)oc2C)C1 (stereo not given)	3	-2	3	/	-2.5	-8	/	/
CO[C@@H]1CN(C)C(=O)c2ccc(NC(C)=O)cc2OC[C@H](C)N(Cc2ccccn2)C[C@H]1C	1	-2	-3	3	-0.2	4	16	-19[16.7 µM]
CC(=O)N1CCCCN2[C@H](CO)[C@H](c3ccc(-c4cccc(C(=O)N(C)C)c4)cc3)[C@@H]2C1	/	0	0	/	-0.8	9	15	10[16.7 µM]
Cc1ccc(-c2cc(-c3nnc(SCC(=O)N(C)CCC#N)n3N)c3ccccc3n2)cc1	-7	0	-3	7	/	0	/	0
Cc1nc(-c2ccccc2)nc2[nH]c(=O)n(-c3ccccc3)c(=O)c12	5	-1	1	3	/	-12	/	-16
CC1(C)c2[nH]c3ccccc3c2C[C@H]2C(=O)N(Cc3ccccc3F)C(=O)N21	-8	-2	-3	-7	-3.0	/	-28	/
Nc1nn2c(-c3ccccc3)cc(=O)[nH]c2c1N=Nc1ccc(O)cc1	-4	-1	3	15	3.8	3	-4	-3
COc1cccc(CN2CCC(Oc3ccc(C(=O)NCc4ccccn4)cc3)CC2)c1O	7	0	1	8	0.5	/	15	/
C[C@@H]1CCCCO[C@H](CN(C)CC2CCCCC2)[C@H](C)CN([C@@H](C)CO)C(=O)c2cc(NC(=O)Cc3ccccc3)ccc2O1	/	2	0	/	-1.6	-8	1	-2[16.7 µM]
CCNC(=O)C[C@H]1C=C[C@@H](NC(=O)C2CC2)[C@H](CO)O1	8	-2	3	8	2.2	2	9	/
CCCC#Cc1ccc([C@H]2[C@@H](C#N)N(C(=O)C3CCOCC3)[C@H]2CO)cc1	-10	20	65	2	2.3	8	6	/
CC(C)N(Cc1ccccc1)C(=O)COC(=O)C1CCN(c2ccc(C(F)(F)F)cn2)CC1	2	/	/	12	0.9	/	-21	6
